GLP1R cytotox: cytotoxicity in counter-screen for GLP-1R inverse agonists. Potency, µM (doses to about 38.3 µM), for inactives: top-dose activity change, negative = inhibition, most hits filed as inhibitors. AID 624418. 410,000 compounds, 0.13% hits. HEK293 cAMP-luciferase reporter cells, luminescence, 24 h;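 note: loss of luciferase light is scored as toxicity; potency is the fitted concentration of half-maximal effect; % is set by controls: 0 for no effect and ±100 for the full control effect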
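A 23 nL compound transfer followed 12 hours of cell culture at 37 deg C; exposure then lasted 24 hr. Luciferase assay detection reagent was dispensed and plates read for luminescence after a 12 min room-temperature wait.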
Abeta rescue: compounds reversing amyloid beta toxicity in yeast | yeast expressing A-beta42, growth rescue, OD600, 48 h; response scale: 0% DMSO, 100% iron-clioquinol control | 410,000 compounds, 0.063% hits | Potency, µM (doses to about 46.1 µM), for inactives: at the highest dose growth rescue, hits mostly activators; note: potency is the fitted concentration of half-maximal effect; nearly all actives have a fitted effect of over 55% in size
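Yeast A-beta toxicity model in growth medium with pinned compounds, 48 h at 30 C; growth read as absorbance at 600 nm. Normalized to FeCl3/clioquinol equimolar mix (positive) and DMSO (negative).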
PTHR1 ag: PTHR1 (human) receptor agonism | Q03431 | HEK293 GP2 PTHR1 cells, GloSensor cAMP luminescence, 1 h | Potency, µM (titrated, usually from 115 µM), for the others: at the highest dose activation, usual class: activators | 410,000 compounds, 0.075% hits | AID 743266; note: potency is the fitted concentration of half-maximal effect; nearly all actives have a fitted effect of over 55% in size; some results filed as inactive show a strong effect at the top dose; inactives centre near -15; many of its hits are not listed in these tables
Target sequence (Q03431 whole entry, looked up): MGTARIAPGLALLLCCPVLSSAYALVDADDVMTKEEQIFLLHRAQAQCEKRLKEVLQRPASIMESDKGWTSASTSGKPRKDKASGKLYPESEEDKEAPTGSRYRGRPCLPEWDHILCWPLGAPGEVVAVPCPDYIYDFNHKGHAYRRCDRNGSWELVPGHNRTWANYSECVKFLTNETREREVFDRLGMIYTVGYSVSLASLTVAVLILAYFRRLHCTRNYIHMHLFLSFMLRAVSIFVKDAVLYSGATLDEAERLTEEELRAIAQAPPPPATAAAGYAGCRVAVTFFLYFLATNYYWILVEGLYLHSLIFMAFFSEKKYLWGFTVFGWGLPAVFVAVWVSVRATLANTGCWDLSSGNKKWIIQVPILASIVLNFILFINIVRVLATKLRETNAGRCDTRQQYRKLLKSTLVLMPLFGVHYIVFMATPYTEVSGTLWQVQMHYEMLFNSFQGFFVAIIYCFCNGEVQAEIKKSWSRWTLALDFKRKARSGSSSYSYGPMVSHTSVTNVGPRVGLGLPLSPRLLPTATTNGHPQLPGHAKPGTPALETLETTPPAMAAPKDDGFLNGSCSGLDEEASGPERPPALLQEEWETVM
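HEK-293-derived GP2 cells expressing PTHR1 and a GloSensor cAMP reporter, 3,000/well, plated overnight, given luciferin plus IBMX (each 0.5 mM as added) for 1 h at 37 °C, then compound for 1 h at 37 °C. Luminescence was read after 15 min at room temperature.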
pAkt inh: Akt phosphorylation inhibition; Neuro2A IGF-stimulated pAkt S473 HTRF, 20 min; stronger effect = lower value; activity change, % for hits at 50 µM; 360,000 compounds, 0.32% hits; AID 651550; in the data active = activity change below about -80%; inconclusive = mostly about -51% to -80%; note: % is set by controls: 0 for no effect and ±100 for the full control effect
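Neuro2A cells in DMEM with 0.5% FBS, overnight at 37 deg C, given compound at single 50 µM final, then IGF (6 nM final) for 20 min at 37 deg C. Lysed; phospho-Akt Ser473 by HTRF after 24 h, 665/615 ratio.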
Mm-Cpn inhibitor: M. maripaludis TRiC chaperonin inhibition | purified Mm-Cpn ATPase, ADP Transcreener TR-FRET | Potency, µM (titrated, usually from 76.9 µM), for inactives: top-dose activity, negative = inhibition, actives largely listed as inhibitors | 330,000 compounds, 0.031% hits; note: potency is the fitted concentration of half-maximal effect; % is set by controls: 0 for no effect and ±100 for the full control effect; nearly all actives have a fitted effect of over 80% in size
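Measured: ADP formation by purified Mm-CPN. Conditions: 25 nM protein, 10 uM ATP, Tris pH 7.4 with Mg2+, K+ and DTT, 37°C for 30 min. Detection: Transcreener HTRF after 30 min at room temperature.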
FUS yeast rescue: suppressors of FUS proteinopathy in yeast; S. cerevisiae FUS-expressing, growth rescue, OD600, 24 h; Potency, µM (top dose mostly 76.6 µM), without a hit: at the highest dose growth rescue (activation), hits mostly activators; AID 1347120; 390,000 compounds, 0.24% hits;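 note: potency is the fitted concentration of half-maximal effect; plate controls were DMSO vehicle for no effect and reference control for full effect; nearly all actives have a fitted effect of over 55% in size; some results filed as inactive show a strong effect at the top dose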
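Compound concentration series was pinned onto galactose-induced FUS-expressing yeast seeded at OD 0.005. Plates sat 24hr at 30C; absorbance at 600 nm gave growth. DMSO served as background control.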
TDP43 rescue: TDP-43 toxicity inhibition in yeast | TDP-43 expressing yeast growth rescue, BacTiter-Glo, 24 h | Potency, µM (doses to about 46.1 µM), without a hit: at the highest dose growth rescue (activation), hits mostly activators | 410,000 compounds, 1.8% hits; note: potency is the fitted concentration of half-maximal effect; % of control where 0% means no effect; nearly all actives have a fitted effect of over 50% in size
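Yeast expressing TDP-43 (pregrown in raffinose, seeded at OD600=0.02 in galactose medium) exposed to compounds 24 hr at 30 deg C. Growth read by BacTiter-Glo luminescence; rescue of toxicity appears as increased signal.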
GLP1R inv ag: inverse agonists of human GLP-1 receptor | HEK293 GLP-1R CRE-luciferase, luminescence, 24 h; GLP-1R form is constitutively active | Potency, µM (top dose mostly 38.3 µM), inactives show at the highest dose activity change, negative = inhibition, actives largely listed as inhibitors | 410,000 compounds, 1.6% hits | AID 624417; note: potency is the fitted concentration of half-maximal effect; % is set by controls: 0 for no effect and ±100 for the full control effect; nearly all actives have a fitted effect of over 55% in size
Target sequence (P43220 whole entry, looked up): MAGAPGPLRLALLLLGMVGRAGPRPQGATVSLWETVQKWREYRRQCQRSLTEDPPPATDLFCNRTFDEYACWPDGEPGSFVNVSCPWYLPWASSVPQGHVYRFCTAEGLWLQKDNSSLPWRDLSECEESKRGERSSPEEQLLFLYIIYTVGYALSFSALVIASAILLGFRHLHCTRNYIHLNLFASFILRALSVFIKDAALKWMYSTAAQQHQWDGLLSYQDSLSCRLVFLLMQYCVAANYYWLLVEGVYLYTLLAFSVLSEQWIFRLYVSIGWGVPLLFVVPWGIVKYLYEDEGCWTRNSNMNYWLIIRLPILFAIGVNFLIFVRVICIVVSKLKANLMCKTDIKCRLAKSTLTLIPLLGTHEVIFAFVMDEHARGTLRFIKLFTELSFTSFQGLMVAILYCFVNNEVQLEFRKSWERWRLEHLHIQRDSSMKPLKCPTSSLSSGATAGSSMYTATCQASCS
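HEK293 cells stably co-expressing constitutively active GLP-1R and a cAMP-responsive luciferase reporter were seeded in DMEM with 10% Nu serum, given compounds after 12 h, and incubated 24 h at 37 deg C. Luminescence was then read.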
aSyn yeast inh: alpha-synuclein toxicity inhibition in yeast; AID 652106; Yeast expressing alpha-synuclein, growth rescue, BacTiter-Glo, 24 h; 370,000 compounds, 0.14% hits; Potency, µM (titrated, usually from 46.1 µM), for inactives: at the top dose growth rescue (activation), actives largely listed as activators; note: potency is the fitted concentration of half-maximal effect; % of control where 0% means no effect; nearly all actives have a fitted effect of over 65% in size
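Readout is rescue of growth in alpha-synuclein-expressing yeast, so inhibitors of toxicity appear as activators. Growth after 24 hr at 30 deg C in galactose medium is quantified by luminescence.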
The depositor's hits bear a star; i = inactive; ? = inconclusive; . = not tested or not shown; & = joins results of further samples; [ ] = another dose, or the depositor's remark. Unless noted, calls come from the whole dose curve; as a rule, active = well fitted curve in the direction sought with a large enough effect; inconclusive = small, poorly fitted or top-dose-only effect, or another doubt; inactive = no such curve, though single readings can be large; an effect the other way counts as inactive or inconclusive. The list is partial (hit frequency here may not be typical).

Compound	GLP1R cytotox	Abeta rescue	PTHR1 ag	pAkt inh	Mm-Cpn inhibitor	FUS yeast rescue	TDP43 rescue	GLP1R inv ag	aSyn yeast inh
CCN(CC)CCOc1ccc2nc(N(C)C)sc2c1	77%[activator]	8%	i	i	-4%	12%	-2%	?	7%
CC(Sc1ccc(Cl)cc1)C(=O)Nc1ccc2c(c1)OCO2 (configuration not stated)	5%	-17%	i	i	2%	10%	24%	?	-16%
CN(Cc1nc2ccccc2c(=O)[nH]1)C(=O)c1cccc(S(=O)(=O)N2CCc3ccccc32)c1	-14%	-12%	-31%[inhibitor]	i	0%	.	18%	?	4%
CC(=O)Nc1ccc(S(=O)(=O)N2CCC(c3nnnn3-c3ccccc3)CC2)cc1	11%	6%	i	.	.	-2%	9%	8%	.
CCS(=O)(=O)N1CCN(C(C)CCc2ccccc2)CC1 (configuration not stated)	8%	-3%	-7%[57.5 µM]	i	-2%	3%	-8%	-26%	2%
CN(C)S(=O)(=O)c1cccc(NC(=S)NC(=O)C2CCCCC2)c1	-1%	16%	-19%	i	-3%	2%	-13%	?	-6%
COc1ccccc1NS(=O)(=O)c1cccc(C(=O)N/N=C(\C)c2ccncc2)c1	-6%	-11%	i	i	-1%	21%	4%	4%	0%
O=C(NCc1ccccc1F)C12CC3CC(CC(C3)C1)C2	7%	15%	i	i	.	7%	-3%	-16%	0%
CCCCC(=O)N(C)c1c(C)nc2ccc(C(=O)N(CC)CCN(C)C)cn12	-2%	-19%	-3%	i	.	-25%	-1%	27%	-8%
O=C(N/N=C\C1CC=CCC1)c1ccc(Br)o1 (configuration not stated)	-26%	18%	i	i	2%	7%	12%	-5%	-4%
COc1ccc(/C=C/c2nc(N)nc(-c3ccccc3O)n2)cc1	18%	9%	-6%	i	-1%	6%	6%	38%[activator]	-12%
COc1ccc2c(c1)CCc1sc(NC(=O)c3ccc(Cl)cc3)nc1-2	-2%	-17%	-9%	.	.	5%	?	?	.
Oc1c(C(Nc2ccccn2)c2ccccc2F)ccc2cccnc12 (configuration not stated)	-3%	-70%[inhibitor]	i	.	.	11%	-22%	?	?
CCOC(=O)C(C(=O)c1ccccc1)C1CC(C)NC(=S)N1 (configuration not stated)	-9%	-2%	-12%	i	2%	22%	4%	0%	-1%
COc1ccc(CC(=O)Nc2c3c(nn2-c2ccccc2C)CS(=O)C3)cc1 (configuration not stated)	7%	2%	-6%[57.5 µM]	?	-6%	18%	-17%	0%	-1%
COC(=O)[C@]12CCCCC=C1N(Cc1ccco1)C(=O)[C@H](CC(=O)N1CCOCC1)C2	-1%	0%	-15%	i	.	-4%	17%	27%	-1%
O=C(Nc1ccc2oc(-c3ccc4ccccc4c3)nc2c1)c1ccc2c(c1)OCCO2	-14%	-11%	16%[57.5 µM]	i	-4%	?	-10%	0%	-7%
COC(=O)C(CC(=O)c1ccc(Br)cc1)n1nc(C)cc1C (configuration not stated)	-10%	8%	i	i	1%	15%	-12%[1.82 µM]	?	-17%
C=CCNC(N)=S	-5%	1%	?	i	0%	18%	4%	16%	-1%
Cc1cc(C)c(C#N)c(N2CCCC2)n1	13%	18%	-7%[57.5 µM]	.	0%	11%	-7%	3%	-3%
CCOc1ccc(NC(=O)Cn2cc(C(=O)C3CC3)c3ccccc32)cc1	7%&-4%	2%&-20%	16%	i	-14%	-1%&-14%	-11%&-11%	5%&0%	-3%
Cc1nn(-c2nnc(NCc3ccccc3)nn2)c(C)c1Br	-18%	-2%	-21%	i	0%	.	?	-20%	11%
S=C(NCCc1ccccc1)N1CCC2CC1c1cc(-c3ccc4c(c3)OCO4)ccc12 (configuration not stated)	1%	-4%	-8%	i	.	22%	?	?	-11%
CN(C)c1ccc(N2CN=C3SCC(=O)N3C2)cc1	-22%	-11%	-86%[inhibitor]	i	-27%	30%	3%	-24%	0%
CCCCNC(=O)C1c2ccccc2OCC(=O)N1CCOC (configuration not stated)	-4%	-11%	-15%	i	.	-16%	11%	7%	-4%
COc1ccc2c(c1)CSC(c1ccccc1)C2=O (configuration not stated)	0%	-15%	i	i	.	1%	?	10%	0%
COc1ccc(S(=O)(=O)Nc2ccc(F)cc2)cc1N(C)S(=O)(=O)c1ccc(Cl)cc1	-35%	6%	-5%[57.5 µM]	i	1%	54%	-15%	10%	-1%
COc1cc(-c2nnc(SCC(=O)N(C)C3CCCCC3)o2)cc(OC)c1OC	0%	-13%	i	.	.	30%	18%	?	.
N#Cc1c(N)nc2c3c(sc(=N)c2c1N)NC(=O)CC3c1ccccc1Cl (configuration not stated)	48%[activator]	5%	-8%[57.5 µM]	-88%*	-2%	?	9%	-27%	-7%
CCc1ccc(C(O)c2ncc(-c3ccccc3C)[nH]2)cc1 (configuration not stated)	1%	1%	-84%[inhibitor]	i	.	-12%	7%	?	2%
CCOc1ccc(CNC(=O)Cn2c(=O)c3cccn3c3ccc(F)cc32)cc1OC	-1%	-17%	-4%	.	.	28%	-15%	10%	.
O=C(NCC(c1ccco1)N1CCc2ccccc21)C(=O)Nc1ccccc1 (configuration not stated)	-3%	1%	i	i	1%	-18%	-1%	-32%	-7%
CCn1cc(/C=C(\NC(=O)c2ccc(OC)c(OC)c2)C(=O)NCCCn2ccnc2)c2ccccc21	3%	-12%	-10%	.	.	1%	-3%	4%	-7%
CC(=O)NNC(=O)c1cc2c3ccccc3n(C)c2s1	20%	11%	6%	i	-2%	-12%	0%	3%	-5%
Cc1cc(C)nc(NC(=O)c2cnc3sccn3c2=O)n1	-10%	1%	-14%	i	0%	-24%	23%	1%	0%
CCCNC(=O)c1onc(CSc2ccccn2)c1C(=O)NCCC	8%	-17%	0%	i	2%	-21%	9%	3%	10%
Cc1cccc(OCCNc2nc3c(c(=O)n(C)c(=O)n3C)n2C)c1	12%	-5%	-10%	i	-1%	-10%	8%	15%	-1%
COc1cc([N+](=O)[O-])cc(/C=N/NC(=O)C(O)(c2ccccc2)c2ccccc2)c1O	-27%	-20%	-9%	i	1%	21%	?	?	1%
O=C(Cc1cccs1)N(Cc1ccco1)C1(C(=O)NC2CCCCC2)CCCCC1	-18%	5%	-35%[inhibitor]	i	-1%	-5%	5%	-27%	4%
N#CC(=C1NC(=O)c2ccccc21)c1nc2ccccc2n1CCO	-25%	-10%	i	i	.	-9%	0%	10µM*	-11%
Cn1c(CSc2nc3ccccc3s2)nnc1SCC(=O)NCCN1CCOCC1	-2%	1%	i	i	.	7%	-15%	0%	7%
O=C(NNC(=O)c1cc(-c2ccccc2)nn1-c1ccccc1)c1ccccc1	?	-7%	-9%	i	-1%	?	10%	?	-2%
O=C(NC1CC1)C(Cl)c1ccccc1 (configuration not stated)	1%	-6%	-25%	i	2%	-28%	-4%	43%[activator]	1%
CCn1c2ccccc2c2nnc(NN)nc21	-3%	4%	i	i	0%	.	-21%	61%[activator]	-7%
O=C(C1=NN[C@@H]2C(=O)N(c3cccc(F)c3)C(=O)[C@H]12)C(c1ccccc1)c1ccccc1	7%	0%	i	i	-5%	.	-2%	5%	-2%
CC1=CC2=NCC(O)CN2C=C1 (configuration not stated)	-11%	-6%	i	i	0%	12%	-21%	10%	-1%
Cc1ccc(S(=O)(=O)Nc2cc(Cl)c3oc4c(c3c2)CCCC4)cc1	-11%	-6%	-43%[inhibitor]	.	.	20%	-7%	?	.
CSc1ccc(/C=N/NC(=O)c2sccc2C)cc1	1%	-3%	-7%	i	0%	.	-20%	-24%	-14%
O=C(CSc1nccn1-c1ccc(Cl)cc1)Nc1ccc2c(c1)OCO2	-11%	7%	-30%[57.5 µM]	i	1%	8%	-2%	?	9%
COc1ccccc1NC(=O)COC(=O)C1CCN(/C=C/C(=O)C(F)(F)F)CC1	0%	-14%	-45%[inhibitor]	i	1%	.	-28%	18%	1%
CCCCn1c(SCC(=O)NCc2ccco2)nnc1-c1ccco1	-15%	-2%	-58%[inhibitor][57.5 µM]	i	0%	-1%	-7%	1%	4%
CC1CN(S(=O)(=O)c2ccc(C(=O)Nc3nnc(-c4ccco4)o3)cc2)CC(C)O1 (configuration not stated)	-7%	15%	i	i	-11%	28%	0%[9.22 µM]	6%	2%
O=C(COc1ccc(-c2nnco2)cc1)Nc1ccc(C(F)(F)F)cc1	-3%	0%	-14%	i	1%	-3%	-9%	-22%	2%
Cc1cc2nc3c(c(C(F)(F)F)n2n1)CCCC3	-6%	-27%	i	i	-4%	-37%	3%	7%	-12%
COc1ccccc1NC(=O)c1c[nH]c2ccccc12	-1%	-1%	i	i	2%	-33%	?	-27%	-3%
CCC(C)Sc1ccc([C@H]2N[C@@](Cc3ccccc3)(C(=O)OC)[C@H]3C(=O)N(CC)C(=O)[C@@H]23)cc1 (some centres not stated)	4%	?	-8%	i	0%	?	?	?	7%
